# Myeloid diff 2: promotes myeloid progenitor differentiation. AID 624256. ER-HoxA9 myeloid progenitors, lysozyme-GFP differentiation, flow cytometry. hit rate 1% among 360,000. calls only at 10 µM;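 active = normalized GFP-positive differentiation at or above the plate's own cutoff, the solvent-only control mean plus 3 SD; inconclusive = no clear call, values can overlap the other calls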;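 note: cells exposed to compound for four days before flow analysis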
# Myeloid diff 2 GFP+ MAC1+ %: recorded beside Myeloid diff 2, whose call it bears; GFP+ MAC1+ double positive, %; measured here: differentiation confirmed by MAC1 staining
# * marks the source's active call; other numbers are inactive results; i = inactive; ? = inconclusive; . = no result given; + = active, no number.
SMILES	Myeloid diff 2 GFP+ MAC1+ %	Myeloid diff 2
Cc1noc(C)c1CCC(=O)Nc1cc(C(=O)O)ccc1Cl	1.3	i
O=C([C@@H]1CCCN1C1=NS(=O)(=O)c2ccccc21)N1CCN(c2ccccc2)CC1	0.9	i
COc1ccc(Cl)cc1NC(=O)C(C)OC(=O)Cn1cc(C(F)(F)F)ccc1=O (stereo not given)	0.2	i
CC(=O)c1ccc(NC(=O)c2cn(C)c(=O)c3ccccc23)cc1	1.1	i
Oc1ccc2ccccc2c1CNc1ccccc1	0.8	i
COc1cccc(C(O)c2nc(-c3cc(F)cc(F)c3)cs2)c1 (stereo not given)	1.0	i
COc1cccc(N2CCN(S(=O)(=O)c3ccc4ccccc4c3)CC2)c1	3.2	i
CCOC(=O)N1CCN(C(=O)C[C@@H]2C[C@@]3(C(=O)OC)CC(C)(C)CC=C3N(Cc3ccc4c(c3)OCO4)C2=O)CC1	2.3	i
O=S(=O)(Nc1ncnc2sccc12)c1cccc(F)c1	1.1	i
O=[N+]([O-])c1ccc(NN=CCCc2ccccc2)nc1	5.3	i
O=C(NC(=S)NN1CCOCC1)c1cc(Br)ccc1Cl	0.6	i
COc1ccc(C(=O)COC(=O)C2COc3ccccc3O2)cc1F (stereo not given)	0.4	i
O=C(O)C1=C(C(=O)O)C2C=CC1C2	1.1	i
C[C@H](CO)N1C[C@H](C)[C@@H](CN(C)S(=O)(=O)c2cccs2)Oc2c(NC(=O)CCC(F)(F)F)cccc2C1=O	1.7	i
CC1(C(=O)Nc2ccc3c(c2)OCCO3)CSCC(=O)N1CC(F)(F)F (stereo not given)	1.8	i
Cc1ccc(S(=O)(=O)Oc2ccccc2)cc1	1.2	i
COc1ccc(C(=O)N2CCCC2(C)C(=O)O)cc1C(F)(F)F (stereo not given)	2.3	i
Cc1c(C(=O)NCc2ccc(Cl)c(Cl)c2)sc(=O)n1Cc1ccccc1F	4.2	i
Cc1ccccc1CNC(=O)c1ccccc1SCC(=O)NCc1ccco1	1.0	i
CC(C)NC(=O)N(C)C[C@H]1Oc2ccc(NC(=O)Nc3ccc4c(c3)OCO4)cc2C(=O)N([C@H](C)CO)C[C@@H]1C	1.3	i
CNc1cccc(-c2cc(OC)ccc2OC)n1	1.8	i
O=C(Nc1cccc(C(F)(F)F)c1)c1csc([C@@H]2O[C@H](CO)[C@H](O)[C@H](O)[C@H]2O)n1	1.6	i
CC(=O)NCc1ccc(C(=O)COC(=O)COc2ccc(Cl)c(C)c2)s1	0.7	i
Cc1cccc(C)c1NC(=O)C1(C)CSCC(=O)N1CCc1ccc(O)cc1 (stereo not given)	2.8	i
CCCCn1c(N)c(N(CCOC)C(=O)c2ccc(OCc3c(C)noc3C)cc2)c(=O)[nH]c1=O	0.3	i
O=C(OCCCc1cc2ccccc2c(=O)o1)N1CCOCC1	1.0	i
COc1ccccc1N1CCN(CC(=O)Nc2ccccc2C(=O)NCCc2ccccc2)CC1	0.6	i
COc1ccc(OCCN2CCC(C(=O)NC(C)c3cccc4ccccc34)CC2)cc1 (stereo not given)	0.4	i
NS(=O)(=O)c1ccc(NC(=O)CNC(=O)c2ccc3c(c2)OCO3)cc1	1.0	i
C[C@@H]1CCCCO[C@H](CN(C)C(=O)Nc2ccc(F)cc2)[C@@H](C)CN([C@H](C)CO)C(=O)c2cc(N(C)C)ccc2O1	1.6	i
CC(C)C(NC(=O)c1ccc(F)cc1)C(=O)N1CCC1 (stereo not given)	0.0	i
Cc1cccc(-c2ccc([N+](=O)[O-])cc2CN2CCN(c3ncc(Cc4ccccc4)cn3)CC2)c1	2.0	i
CC1=C(C(=O)N(C)C)CC(CC(=O)NCCCCc2ccccc2)C(=O)N1Cc1ccc(F)cc1 (stereo not given)	0.6	i
O[C@@H]1C[C@H](c2ccccc2)N(Cc2cccs2)C[C@H]1n1cc(C2CC2)nn1	0.6	i
COc1ccc(NC(=O)CSc2nnnn2C2CC2)cc1S(=O)(=O)N1CCOCC1	1.1	i
CC[C@H](C)[C@H]1CNC(=S)N1CC1CCN(CCC(C)C)CC1	0.6	i
CC[C@@]1(C(=O)OC)N[C@H](CN(C)C(=O)Nc2ccc(OC)cc2)[C@@H]2C(=O)N(Cc3ccccc3)C(=O)[C@@H]21	0.4	i
C[C@@H]1CN([C@H](C)CO)C(=O)c2cc(Br)cnc2O[C@H]1CN(C)C(=O)Nc1ccc2c(c1)OCO2	0.3	i
CSC1=NCCN1C(=O)C(C)(C)Oc1ccc(Cl)cc1	3.3	i
COc1ccc([C@H]2N[C@]3(CCCN(Cc4ccc(Br)cc4)C3=O)[C@H]3C(=O)N(C)C(=O)[C@@H]23)cc1	0.6	i

# A few values from the list:
# Under Myeloid diff 2 GFP+ MAC1+ %, `CC[C@@]1(C(=O)OC)N[C@H](CN(C)C(=O)Nc2ccc(OC)cc2)[C@@H]2C(=O)N(Cc3ccccc3)C(=O)[C@@H]21` has the entry 0.4
# Under Myeloid diff 2 GFP+ MAC1+ %, `CC1=C(C(=O)N(C)C)CC(CC(=O)NCCCCc2ccccc2)C(=O)N1Cc1ccc(F)cc1` (stereo not given) has the entry 0.6

# (further entries)
SMILES	Myeloid diff 2 GFP+ MAC1+ %	Myeloid diff 2
C=CC[C@@H](CC(=O)N[C@@H](CO)Cc1ccccc1)C(=O)N[C@H](COC(=O)[C@@H](CC=C)Cc1ccc(F)cc1)C(C)(C)C	1.3	i
COc1ccc2c(c1)[C@H]1[C@H](CO2)[C@H](c2ccccc2)[C@]2(C)C(=O)Nc3cc(C)ccc3C(=O)N12	2.1	i
CC(=O)N(CCc1ccccc1)c1ccc2c(c1)C1CC2CCN1C(=O)OCc1ccccc1 (stereo not given)	1.4	i
COc1ccc(-c2ccc3c(c2)S(=O)(=O)c2cccc(C(=O)NCc4cc(C)oc4C(F)(F)F)c2C3=O)cc1OC	1.0	i
CC1C(c2ccc3c(c2)OCO3)c2cc3c(cc2OC1N1CCOCC1)OCO3 (stereo not given)	0.5	i
Cc1noc(C)c1NC(=O)Nc1cccc2c1O[C@H](CN(C)C(=O)Nc1ccccc1)[C@@H](C)CN([C@H](C)CO)C2=O	0.9	i
C[C@@H]1CC2=C(C(=O)OC(C)(C)O2)[C@H](c2ccc(Cl)cc2)O1	1.9	i
C[C@H]1CN([C@@H](C)CO)C(=O)CCCn2cc(nn2)CO[C@@H]1CN(C)S(C)(=O)=O	1.1	i
CCN(CC(=O)Nc1ccc2c(c1)OCCO2)C(=O)CCc1ccc(OC)cc1	0.9	i
CC1CCCC(C)N1C(=O)CN1C(=O)NC2(CCCCCC2)C1=O (stereo not given)	1.4	i

# One compound at a time, from the list above.
# Record of CCN(CC(=O)Nc1ccc2c(c1)OCCO2)C(=O)CCc1ccc(OC)cc1 → Myeloid diff 2 GFP+ MAC1+ %: 0.9; Myeloid diff 2: i
# Record of CC1C(c2ccc3c(c2)OCO3)c2cc3c(cc2OC1N1CCOCC1)OCO3 (stereo not given) → Myeloid diff 2 GFP+ MAC1+ %: 0.5; Myeloid diff 2: i

# (listing goes on)
SMILES	Myeloid diff 2 GFP+ MAC1+ %	Myeloid diff 2
O=S(=O)(c1cccc(C(F)(F)F)c1)N1CCN(S(=O)(=O)c2ccc3c(c2)OCCO3)CC1	1.6	i
CC(C)(C)OC(=O)N1CCC[C@H]1C(=O)N1CCC[C@H]1C(=O)NCc1ccc(F)cc1F	1.2	i
CCOC(=O)Cc1csc(NC(=O)c2ccc(N3CCOCC3)cc2[N+](=O)[O-])n1	0.8	i
O=C(NNc1ccccc1)C(=O)NNc1ccccc1	0.9	i
Cn1cnc([N+](=O)[O-])c1S(=O)(=O)Oc1ccccc1	.	?
C[C@@H]1CN([C@@H](C)CO)C(=O)CCCn2nncc2CO[C@H]1CN(C)Cc1ccc2cccnc2c1	1.6	i
COCCNc1nc2cc(-c3ccc(C)cc3)sc2c(=O)n1C	0.7	i
COc1cc(-c2ccc3oc(-c4ccsc4)c(C#CC4(O)CCCCC4)c3c2)cc(OC)c1OC	1.3	i
CN(C)c1ccc(S(=O)(=O)NCC(=O)NCCC2=CCCCC2)cc1[N+](=O)[O-]	0.8	i
O=C(COC(=O)/C=C/c1cccc(C(F)(F)F)c1)NCc1cccs1	1.1	i
CC(NC(=O)C1CCCC1)c1ccccc1 (stereo not given)	0.8	i
CN1CCN(C2CN(Cc3ccc(F)cc3)S(=O)(=O)C2)CC1 (stereo not given)	0.5	i
OCCN1CCN(c2ncnc3c2ncn3[C@H]2CN(Cc3cccnc3)C[C@@H](CO)O2)CC1	.	?
CS(=O)(=O)c1ccc(Cl)c(NC(=O)CNC(=O)c2ccc3c(c2)OCO3)c1	0.8	i
CCC1(c2ccc(F)cc2)NC(=O)N(CC(=O)N2CCN(S(=O)(=O)c3ccc(C)cc3C)CC2)C1=O (stereo not given)	4.4*	+
O=C(COc1ccc(Br)cc1)NNC(=O)Cc1ccc(S(=O)(=O)N2CCOCC2)s1	1.0	i
CC(=O)Nc1ccc(NC(=O)C(C)OC(=O)CC23CC4CC(CC(Br)(C4)C2)C3)cc1 (stereo not given)	0.5	i
COC(=O)c1ccc(NC(=O)c2ccccc2C(=O)Nc2ccc(C(=O)OC)cc2)cc1	1.4	i
Cc1ccc(S(=O)(=O)/N=C2/NC(=O)/C(=C\c3ccccc3)S2)cc1	0.4	i
CCOC(=O)C1(C)CCN1C(=O)c1oc2ccccc2c1C (stereo not given)	0.5	i

# Fetched by compound from above, two records:
SMILES	Myeloid diff 2 GFP+ MAC1+ %	Myeloid diff 2
CCOC(=O)C1(C)CCN1C(=O)c1oc2ccccc2c1C (stereo not given)	0.5	i
O=C(COc1ccc(Br)cc1)NNC(=O)Cc1ccc(S(=O)(=O)N2CCOCC2)s1	1.0	i

# More compounds follow.
SMILES	Myeloid diff 2 GFP+ MAC1+ %	Myeloid diff 2
CSc1ccc(CN2CCC(C)(Oc3ccccc3)C2)cc1 (stereo not given)	1.4	i
O=C(CCC1CCCC1)NNC(=O)COc1ccc(Br)cc1	0.8	i
Cn1nc(C(=O)OCC(=O)c2ccc(Br)cc2)c2ccccc2c1=O	0.2	i
COc1ccc(NC(C)=O)cc1S(=O)(=O)NC(C)c1ccc(-n2ccnc2)cc1 (stereo not given)	0.1	i
Cc1c[n+]([O-])ccc1[N+](=O)[O-]	5.2	i
COc1ccc(-c2ccc(C(=O)NCc3ccncc3)c3occc23)c(C)c1	3.9	i
O=C1NCCSC1c1ccccc1 (stereo not given)	0.7	i
COCCNC(=O)C1(C)CCN(Cc2ccc(C(C)C)cc2)C1 (stereo not given)	0.9	i
COc1cc(C(=O)NC(=S)N2CCN(C)CC2)cc(OC)c1OC	0.7	i
COc1ccc(CN2CCC(C)(Oc3cccc(F)c3)C2)c2ccccc12 (stereo not given)	0.4	i
CN1CCN(c2ncnc3c2ncn3[C@H]2CN(C)C[C@@H](CO)O2)CC1	1.3	i
CC1(c2nnc(-c3cccc(Cl)c3)o2)CC(c2ccc(Br)cc2)=NO1 (stereo not given)	0.8	i
c1coc(-c2ccc3nncn3c2)c1	1.7	i
CC1CCN(C(=O)c2nc[nH]c2C(=O)N2CCc3ccccc3C2)CC1	1.2	i
OC(c1ccccc1)c1nc(-c2cncnc2)cs1 (stereo not given)	1.1	i
COc1ccc(C2CC(c3ccncc3)=NN2c2ccc(S(N)(=O)=O)cc2)cc1 (stereo not given)	1.5*	+
O=C(O)c1ccc(/C=N/NC(=O)c2cc3ccccc3cc2O)cc1	0.5	i
COc1ccc(-c2ccc3c(=O)cc(-c4ccsc4)oc3c2)cn1	1.3	i
CCCC#Cc1cnc2c(c1)C(=O)N([C@H](C)CO)C[C@@H](C)[C@H](CN(C)S(=O)(=O)c1cccc(OC)c1)O2	1.0	i
COc1ccc(NC(=O)C2Cc3c(-c4ccc(NC(C)=O)cc4)ccnc3O2)cc1OC (stereo not given)	1.5	i
Cc1ccc2nc(C3CCCCC3)c(Cc3ccccc3C(F)(F)F)n2c1	0.8	i
CCc1noc(C)c1C(=O)N1CCN(S(=O)(=O)c2c(C)cc(C)cc2C)CC1	0.8	i
CCOC1=C2[C@@H](CN(S(=O)(=O)c3ccc(C)cc3)[C@H]2c2ccc(CC)cc2)[C@H]2C(=O)N(c3ccccc3)C(=O)[C@H]2C1	0.4	i
CC(=O)c1cc2c(cc1NC(=O)CN(C)S(=O)(=O)c1cccs1)OCO2	0.7	i
CC(=O)N1CCN(S(=O)(=O)c2cccc(C(=O)N3CCN(S(=O)(=O)c4c(C)c(C)cc(C)c4C)CC3)c2)CC1	1.7	i
Cc1ccc2nc(SCC(=O)Nc3cccnc3Cl)[nH]c2c1	0.8	i
Cc1ccc(CC(=O)OC(C)C(=O)NC2CCCCC2C)cc1C (stereo not given)	1.1	i
CC(=O)NC(c1cccc(F)c1)c1nc(-c2ccc(N(C)C)cc2)cs1 (stereo not given)	0.9	i
COC(=O)[C@H](Cc1ccccc1)NC(=O)Cn1cnc(C(=O)Nc2ccc(C)c(C)c2)n1	0.6	i
OC(c1cccc(Cl)c1)c1ncc(-c2ccc(C(F)(F)F)cc2)[nH]1 (stereo not given)	1.3	i
CC(C)Nc1ccccc1	2.2	i
CCOc1ccc(C(=O)NCC(=O)N2CCN(c3ccc(C(F)(F)F)cn3)CC2)cc1	0.1	i
O=C(Cn1cnc2c(NCc3ccccc3)ncnc21)NCc1nc2ccccc2[nH]1	1.5	i
Cc1ccc(S(=O)(=O)NCCC(=O)NNC(=O)c2ccccc2Cl)cc1C	1.2	i
CC(=O)c1cccc(NC(=O)C2(C)Cc3c(-c4ccccc4)ccnc3O2)c1 (stereo not given)	0.4	i
Cc1ccc(C(=O)Nc2nc(-c3ccco3)c(-c3ccco3)s2)o1	2.4	i
CC1=C(C(=O)N(C)C)CC(CC(=O)NCCCN(C)C)C(=O)N1Cc1ccc(C(C)(C)C)cc1 (stereo not given)	0.4	i

# Bioassay records: PubChem BioAssay, NMMLSC

# An excerpt; the hit share may differ from the screen's.
